Assay outcomes deposited in PubChem BioAssay by several laboratories.
HTR5A ag ctr: HTR5A agonists in luminescence cell assay, primary screen, counter-screen for OPRM1-OPRD1 heterodimer agonist project, full-deck HTS; 5-hydroxytryptamine receptor 5A (Homo sapiens), P47898; cell-based; activation, % at 9.3 µM; actives 0.61% (n = 340,000); AID 504692, 2011; in the data active = activation mostly above about 9.5%, no sharp cut-off; inactive = mostly below about 7.6%;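 note: 0% = cells with vehicle only and 100% = reference agonist; strong numbers were not always called active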
Target sequence (P47898 whole entry, looked up): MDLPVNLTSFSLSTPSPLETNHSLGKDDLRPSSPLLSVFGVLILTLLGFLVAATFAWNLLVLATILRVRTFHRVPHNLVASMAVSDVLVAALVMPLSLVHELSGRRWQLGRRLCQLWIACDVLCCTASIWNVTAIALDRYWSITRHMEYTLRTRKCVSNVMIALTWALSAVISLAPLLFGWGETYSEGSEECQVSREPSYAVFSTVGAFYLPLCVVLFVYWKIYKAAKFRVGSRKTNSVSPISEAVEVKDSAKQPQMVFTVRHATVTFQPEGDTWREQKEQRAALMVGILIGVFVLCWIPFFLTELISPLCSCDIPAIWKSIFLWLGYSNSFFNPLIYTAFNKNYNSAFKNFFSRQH
SUMO Mot1 rescue: yeast Mot1-301 growth rescue at high temperature, primary screen, SUMOylation pathway inhibitor project, S. cerevisiae, ATP luminescence, 38.5C; AID 2716, 2010; growth rescue, % at 18.8 µM; S. cerevisiae Mot1-301 growth rescue; percent above DMSO median, 100 means doubled; actives 1% (n = 320,000);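 active = every valid replicate shows activation above 250% relative to neutral control wells; inactive = the rest, any valid replicate at or below 250%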;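 note: OY570 slx delta 5 strain wells were the positive control but not used for scaling; some compounds called inactive have numbers as strong as hits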
DAGLB inhibitor: DAGLB lipase inhibitors, primary screen, biochemical, fluorescence, HTS. actives 0.059% (n = 340,000). HEK293T DAGLB membrane lysate, EnzChek fluorogenic substrate. AID 504411, 2011. Diacylglycerol lipase-beta (Homo sapiens), Q8NCG7. inhibition, % at 5.17 µM; in the data active = inhibition above about 34%;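 note: 0% = enzyme with vehicle and 100% = wells lacking enzyme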
phage Ecoli inh: growth loss of phage-infected E. coli, primary screen, RecBCD inhibitor project, absorbance, with phage, HTS. inhibition, % at 11.9 µM. actives 0.26% (n = 360,000); in the data active = inhibition above about 11%
HTR5A inv ag: HTR5A inverse agonists in luminescence cell assay, primary screen, counter-screen for OPRM1-OPRD1 heterodimer inverse agonist project, full-deck HTS | HTR5A cell line, inverse agonism | 5-hydroxytryptamine receptor 5A (Homo sapiens), P47898 | AID 504634, 2011 | actives 0.083% (n = 340,000) | inhibition, % at 9.3 µM; in the data active = inhibition mostly above about 23%, no sharp cut-off; inactive = mostly below about 18%;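 note: 0% = cells with DMSO and 100% = no-cell wells with DMSO; some compounds called inactive have numbers as strong as hits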
CDK5 p35 inh: inhibitors of human CDK5/p35 kinase, primary screen, biochemical, single concentration. Cyclin-dependent kinase 5 (Homo sapiens) + Cyclin-dependent kinase 5 activator 1 (Homo …. actives 0.01% (n = 330,000). Recombinant CDK5/p35, ADP-Glo luminescence, 60 min. inhibition, % at 10 µM;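 active = highest replicate inhibition of at least 50% and at least 75% of replicates reaching 50%; inconclusive = only one of the two criteria met; inactive = both criteria failed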;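 note: plate controls were DMSO neutral control for no effect and GW8510 at 10 µM for full effect; many of its hits are not listed in these tables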
PKA-R2B activ: activators of PKA-R2B holoenzyme, primary screen, biochemical, fluorescence polarization, Cy5-IP20, human; cAMP-dependent protein kinase catalytic subunit beta (Homo sapiens) + cAMP-dependent …; PKA-R2B holoenzyme dissociation; R2B truncated from residue 108, S112A mutant; 0% DMSO only, 100% 113 µM cGMP; activation, % at 11.4 µM; actives 0.079% (n = 340,000);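 active = activation above a cutoff set at the mean over all compounds plus 3 SD, cut at about 18% in these data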;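 note: higher means more holoenzyme dissociation and a rise in polarization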
Target sequence (P31323 whole entry, looked up, other chains not shown, the tested form may be a part): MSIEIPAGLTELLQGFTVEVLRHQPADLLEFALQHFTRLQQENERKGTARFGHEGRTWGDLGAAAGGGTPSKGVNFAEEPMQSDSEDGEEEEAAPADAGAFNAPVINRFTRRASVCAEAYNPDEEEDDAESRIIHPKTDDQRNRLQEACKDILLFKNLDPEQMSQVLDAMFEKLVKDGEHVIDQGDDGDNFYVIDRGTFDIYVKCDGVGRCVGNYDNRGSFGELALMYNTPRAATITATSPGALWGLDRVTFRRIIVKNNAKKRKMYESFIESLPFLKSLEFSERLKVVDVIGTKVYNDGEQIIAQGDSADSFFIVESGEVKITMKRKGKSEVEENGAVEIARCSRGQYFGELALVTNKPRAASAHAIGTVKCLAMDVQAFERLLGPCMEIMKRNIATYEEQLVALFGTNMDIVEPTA
AddAB inh: growth inhibition of E. coli expressing H. pylori AddAB, primary screen, AddAB inhibitor project, absorbance; inhibition, % at 11.9 µM; actives 0.29% (n = 330,000); AID 435030, 2010; in the data active = inhibition above about 12%;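 note: 0% = vehicle wells of infected cells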
Tat export inh: E. coli Tat export inhibitors, primary screen, MC4100, TorA-mCherry reporter, fluorescence, single point; inhibition, % at 10 µM; actives 0.036% (n = 340,000); AID 488895, 2010;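 active = mean replicate inhibition at least 50% and at least half of replicates individually reaching 50%; inconclusive = only one of the two criteria met; inactive = neither criterion met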;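 note: exported cargo escapes ClpAP degradation while cytoplasmic cargo is degraded and loses fluorescence; 0% = median of neutral control wells and 100% = median of NaSCN control wells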
Ecoli viability: E. coli V3065 growth inhibition, primary screen, counter-screen for AddAB inhibitor project, absorbance, OD600; AID 449728, 2010; 18 h; actives 0.27% (n = 330,000); inhibition, % at 11.9 µM;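 active = inhibition above the campaign's mean inhibition across all tested compounds plus 3 SD, cut at about 9.9% in these data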;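 note: uninfected addAB+ strain grown without phage in ampicillin broth; 0% = DMSO wells and 100% = ciprofloxacin 0.95 µg/ml wells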
PKA-R1A act: activators of PKA-R1A holoenzyme, primary screen, biochemical, fluorescence polarization, Cy5-IP20, bovine R1A, mouse PKAc; activation, % at 11.4 µM; PKA-R1A dissociation; scaled: DMSO 0%, 113 µM cGMP 100%; AID 504707, 2011; actives 0.083% (n = 340,000); cAMP-dependent protein kinase type I-alpha regulatory subunit (Bos taurus) + …;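 active = percent activation above the mean of all tested compounds plus 3 SD, cut at about 19% in these data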;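 note: higher means more PKAc released from R1A so a rise in polarization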
Numbers without * were called inactive; ? = inconclusive; / = not tested or not shown. Not all compounds are listed; rates above refer to the full screens.

canonical_smiles,CDK5 p35 inh,PKA-R1A act,Tat export inh,phage Ecoli inh,Ecoli viability,SUMO Mot1 rescue,HTR5A inv ag,HTR5A ag ctr,AddAB inh,DAGLB inhibitor,PKA-R2B activ
CN1CC2=CC(O)CC3Oc4c(O)ccc(c4[C@]23C)C1 (some centres undefined),0.4,-6,0,2.0,-2.2,328,12,-2,2.9,0,-2
O=C(C1CC(=O)N(C2CCCC2)C1)N1CCC2(CC1)OCCO2 (centres undefined),-1.5,2,-6,2.3,-1.2,5,-22,-3,0.2,1,8
Cc1c(Cl)cccc1NC(=S)N1CC2CC(C1)c1cccc(=O)n1C2 (centres undefined),-1.3,-4,-2,0.3,-0.3,16,17,2,0.3,-2,1
CCOc1ccc(-c2cc(C)[n+](CCN(CC)CC)c(-c3ccc(OCC)cc3)c2)cc1,-1.3,-2,0,0.5,0.2,13,-27,1,0.7,3,-12
C=CCCC1(C(C)C)C(=O)NC(=S)NC1=O,0.3,1,3,2.2,/,/,-2,0,/,1,-3
C[C@]12CCC3C(CC[C@H]4C[C@H](N)CC[C@]34C)C1CC[C@H]2O (some centres undefined),0.8,1,-1,0.2,-1.7,-4,14,-4,0.8,-3,15
Cc1ccc(C(=O)C2CN(C)CC2C(=O)c2ccc(C)cc2)cc1 (centres undefined),-0.2,6,-3,3.9,0.2,16,-4,-7,0.5,-6,-3
CC(C)(C)P(=O)(NCc1ccccc1)c1ccccc1 (centres undefined),-0.7,-4,-11,4.2,-0.7,-9,0,-1,5.3,0,1
COC(=O)C1=CO[C@@H](C)[C@@H]2CN3CC[C@]4(C(=O)Nc5ccccc54)[C@@H]3C[C@H]12,0.6,3,2,0.6,3.6,-7,6,-2,1.1,1,-4
COC(=O)C1=C(c2ccc(C(C)=O)cc2)C[C@@H]2CC[C@H]1N2C(=O)NCC1CC1,-4.0,-7,?,/,-1.1,14,20,-1,-1.4,1,3
COC1C(O)C(C)OC(OC2CCC3(C)C(CCC4C3C(O)CC3(C)C(C5=CC(=O)OC5)CCC43O)C2)C1O (centres undefined),0.9,15,-2,1.2,/,/,-120,31*,/,-3,-2
CCOC(=O)c1ccc(N=C(C)c2c(O)[nH]c(=O)[nH]c2=O)cc1,-1.1,-9,5,-1.1,0.2,11,-7,4,0.5,0,-2
Cc1ccc(O)c(C(=O)c2cc(C(=O)NCCC(C)C)c(=O)n(CCC(C)C)c2)c1,1.2,0,0,0.9,0.6,9,-10,-12,0.3,-6,-13
O=c1c2ccccc2nc(-c2ccco2)n1-c1ccncc1,0.2,-11,-5,2.4,3.1,9,-1,0,-1.7,3,7
CC(C)OC(=O)C1C(=O)NC2(C)CC1c1ccccc1O2 (centres undefined),1.2,-1,-13,3.7,-3.1,-23,6,1,-0.8,2,4
COCCNC(=O)N1[C@H]2CC[C@@H]1C(C(=O)OC)=C(c1ccc(OC)c(OC)c1)C2,0.3,-8,-2,3.2,0.4,4,10,-2,2.8,1,-6
COc1ccc(C(=O)C2CCCN(Cc3ccon3)C2)c(OC)c1 (centres undefined),-0.4,-10,-1,1.7,0.9,7,-7,3,1.9,1,-8
O=C(CN1C(=O)CN=C(c2ccccc2Cl)c2cc(Cl)ccc21)NCc1ccco1,-0.3,-4,4,1.0,-0.8,-22,-17,7,1.3,1,-7
C[N+]12CN3CN(CN(C3)C1)C2,-0.9,-1,-3,-0.5,-1.5,-12,-12,6,-0.2,-2,6
CC(C)[C@]12CC(=O)[C@H](C)[C@H]1C2,-2.0,2,-8,3.2,1.8,-3,-2,0,1.4,-2,-6
OCC12CO[C@@H]3c4ccccc4[C@H](OC1)N32 (some centres undefined),-2.4,-7,-7,1.8,-2.6,828,10,5,2.2,0,10
CCCCn1c(O)c(C(C)=NCc2ccc(F)cc2)c(=O)[nH]c1=O,-1.6,5,-6,1.9,-0.1,3,1,0,0.0,1,2
O=C1NC(=O)N(c2ccc3c(c2)OCO3)C(=O)/C1=C/c1ccc(N2CCCCC2)o1,-2.2,8,1,3.4,1.0,-1,2,0,0.8,-8,-2
CCC(=NCc1cccnc1)c1c(O)n(-c2ccc(Cl)cc2)c(=O)[nH]c1=O,-1.2,2,-2,0.1,-4.3,19,19,-2,-1.4,1,5
CCN1CCN(Cc2ccccc2C)CC1,-0.1,2,-8,2.0,1.1,737,-12,-5,4.4,-2,4
CCN1C[C@]2(C)CC[C@H](OC)[C@]34C2[C@H](OC(C)=O)[C@@]2(OCO[C@@]25C[C@H](OC)[C@H]2C[C@]3(O)C5[C@H]2OC)[C@@H]14,-1.7,-5,-7,0.0,-0.9,-19,-10,2,-0.1,-4,-10
CC1CCCC(C)N1/N=C/c1c[nH]c2ccc(Br)cc12 (centres undefined),-7.2,-16,4,4.0,-0.5,-12,-28,6,5.3,-1,-12
O=C1CC(=O)N(c2ccccc2)C(=O)N1c1ccccc1,0.7,-2,3,-1.8,0.5,-2,-9,0,-1.1,0,-11
Cc1noc(C)c1CC(=O)N1CCCC(N2CCN(c3ccccc3F)CC2)C1 (centres undefined),-0.6,8,-7,1.4,0.8,-2,-10,2,-0.6,-1,9
COC(=O)C1=C(c2ccc(F)cc2OCc2ccccc2)C[C@@H]2CC[C@H]1N2C(=O)NCCCOC(C)C,-0.4,-2,9,0.7,2.0,-7,-7,-3,0.8,-6,-14
CCCOC(=O)c1ccc(-[n+]2c(-c3ccccc3)cc(-c3ccccc3)cc2-c2ccccc2)cc1,-1.3,9,11,5.2,5.2,1,-21,9,3.5,0,-8
CC(=NCC1CCCO1)c1c(O)n(-c2ccccc2C)c(=O)[nH]c1=O (centres undefined),-0.9,-7,-12,1.8,2.2,13,13,-1,-0.2,1,6
CCNC(=S)N1CCn2cccc2C1c1cccnc1 (centres undefined),-1.1,-1,2,2.8,0.6,-2,19,3,0.5,0,-3
Cc1cc(O)c2c(c1)OC(C)(C)C1=C2CC(C)CC1 (centres undefined),0.6,6,-1,2.2,-3.7,387,-25,15*,2.2,-7,5
Cc1ccc(-n2c(O)c(C=Nc3ccc(S(N)(=O)=O)cc3)c(=O)[nH]c2=O)cc1,-1.5,-8,-11,3.8,0.7,3,-1,1,-1.9,-1,-11
Cc1c(CC(=O)N2C[C@H]3C[C@@H](C2)c2cccc(=O)n2C3)c(=O)oc2c(C)c(O)ccc12,-1.3,-1,-1,3.1,-2.7,2,15,5,2.9,-2,6
COC(=O)C1=C(c2cccc(OC)c2OC)C[C@@H]2CC[C@H]1N2C(=O)NC(C)C,-1.8,-4,0,1.5,-1.5,-13,-10,4,0.8,0,5
C=CCn1c(O)c(C(CC)=Nc2cccc(C(=O)O)c2)c(=O)[nH]c1=O,1.3,-10,-4,-2.2,-1.9,400,-4,-3,0.6,1,-1
CN(C)C(Cc1ccccc1)C(=O)c1ccc(-c2ccccc2)cc1 (centres undefined),0.2,0,-6,4.8,1.3,43,-2,-3,3.0,-12,-22
CN(C)C1(CNC(=O)c2ccc(NS(=O)(=O)c3ccc(Cl)c(Cl)c3)cc2)CCCCC1,-0.3,2,3,2.8,-1.6,6,2,-1,-2.5,1,4
CCCCCn1c(=O)c(C(=O)NC(C)c2ccccc2)c(O)c2ccccc21 (centres undefined),0.3,0,1,-1.6,2.0,17,-4,1,3.1,-6,-2
CCN(CC)C(=O)Oc1ccc(NC(=O)N2CCOCC2)cc1,1.1,-3,11,4.1,2.5,4,-1,4,4.6,0,6
COC(=O)C1=C(c2cccc(OCc3ccccc3)c2)C[C@@H]2CC[C@H]1N2C(=O)NCCOc1ccccc1Cl,0.1,1,15,-0.3,0.5,7,-13,5,0.1,-6,6
Cn1c(O)c(C(=N)COc2cccc(Cl)c2)c(=O)n(C)c1=O,0.9,1,-11,2.2,-1.6,8,-22,8,-0.4,-2,-2
Nc1cc(Cl)c2nonc2c1[N+](=O)[O-],-0.3,-4,-21,6.8,7.5,-9,0,-8,5.9,-16,-1
CC(C)Cn1cc(C(=O)N2CCC3(CC2)OCCO3)c2c3ccccc3n(C)c2c1=O,-1.0,-6,-7,2.0,-1.9,3,9,5,0.7,2,11
Cc1cccc(CCNCc2cc3ccc(C)cc3[nH]c2=O)c1,-0.4,-10,-6,0.8,3.5,-14,-43,12*,5.4,2,7
COC(=O)C1=C(c2ccc(F)cc2F)C[C@@H]2CC[C@H]1N2C(=O)NCc1ccco1,-1.7,2,-3,1.2,0.7,5,-13,3,-0.1,1,4
O=C(COc1ccccc1Cl)N1CCCC(N2CCN(c3ccc(F)cc3)CC2)C1 (centres undefined),-0.4,19*,3,3.2,-1.1,10,2,2,-0.5,1,-9
C=C[C@@H]1C2=CCOC(=O)C2=CO[C@H]1O[C@@H]1O[C@H](CO)[C@@H](O)[C@H](O)[C@H]1O,0.0,10,-7,2.1,0.5,6,-8,-1,0.4,-2,-3

(further entries)
canonical_smiles,CDK5 p35 inh,PKA-R1A act,Tat export inh,phage Ecoli inh,Ecoli viability,SUMO Mot1 rescue,HTR5A inv ag,HTR5A ag ctr,AddAB inh,DAGLB inhibitor,PKA-R2B activ
O=C(N/N=C1/CN2CCC1CC2)c1cc2ccccc2cc1O,-2.1,-3,20,2.5,2.5,-3,-7,0,1.3,8,-2
O=C(Cc1ccccc1)Oc1ccc(N2C(=O)C3CCCCC3C2=O)cc1 (centres undefined),-0.1,-10,-1,3.5,-0.3,-6,-6,-1,0.7,3,2
COC(=O)C1=C(c2ccc(F)cc2OCc2ccccc2)C[C@@H]2CC[C@H]1N2C(=O)N1CCC(O)(c2ccc(Cl)cc2)CC1,0.1,3,-1,3.0,1.7,10,-3,1,2.6,-8,-3
CC(C(=O)Nc1ccc(Br)cc1C(=O)c1ccccc1)N1CCCCC1 (centres undefined),0.7,2,-6,3.4,-0.2,-10,-17,-1,4.2,-14,-8
Cc1ccc(/C=C2/C(=O)NC(=O)N(CC3CCCO3)C2=O)s1 (centres undefined),-1.0,-3,4,4.0,2.5,6,4,-1,-1.1,2,9
